# From PubChem BioAssay
# POLH inh: qHTS for Inhibitors of Polymerase Eta. DNA polymerase eta (Homo sapiens), Q9Y253. recombinant Pol eta, fluorescent DNA replication assay. Potency, µM (doses to about 114 µM), for the others: top-dose activity change, negative = inhibition, most hits filed as inhibitors. 1.2% of 390,000 active. AID 588591, 2011; note: potency is the fitted concentration of half-maximal effect; % is set by controls: 0 for no effect and ±100 for the full control effect
#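 Fluorescent replication assay: 50 nM final substrate added after a 15 min room-temperature compound preincubation with 10 nM enzyme. Signal taken at 0 min and again at 10 min.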
# POLB inh: qHTS Assay for Inhibitors of DNA Polymerase Beta; P06746; Pol beta primer extension/strand displacement, fluorescence kinetic; Potency, µM (titrated, usually from 114 µM), inactives show at the top dose activity change, negative = inhibition, usual class: inhibitors; 1.3% of 340,000 active; AID 485314, 2010; note: potency is the fitted concentration of half-maximal effect; % is set by controls: 0 for no effect and ±100 for the full control effect
#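 Values derive from four-parameter Hill fits of normalized kinetic data: reads at 0 and 10 min following addition of 50 nM substrate to 10 nM Pol beta preincubated 15 min with compound.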
# BLM helicase inh: qHTS Assay for Inhibitors of Bloom's syndrome helicase (BLM) | 0.2% of 350,000 active | RecQ-like DNA helicase BLM (Homo sapiens), P54132 | Potency, µM (highest dose often 56.1 µM), inactives show top-dose activity change, negative = inhibition, actives largely listed as inhibitors | recombinant BLM DNA unwinding, fluorescence dequenching | AID 2528, 2010;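 note: potency is the fitted concentration of half-maximal effect; plate controls were vehicle for no effect and no enzyme for full effect; nearly all actives have a fitted effect of over 35% in size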
# Apoferritin bind: qHTS Assay for Identification of Novel General Anesthetics; apoferritin/1-aminoanthracene competitive binding, fluorescence; Potency, µM (highest dose often 77.5 µM), inactives show at the top dose activity change, negative = displacement, hits mostly inhibitors; 0.074% of 350,000 active; AID 485281, 2010; note: potency is the fitted concentration of half-maximal effect; % is set by controls: 0 for no effect and ±100 for the full control effect; nearly all actives have a fitted effect of over 20% in size
#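 Horse-spleen apoferritin (10 uM) in 50% saturated 1-aminoanthracene in PBS was incubated 10 min at room temperature with compound. Fluorescence (ex 380, em 535 nm) was normalized to free and bound 1-AMA, with concentration-response fitted by a four-parameter Hill equation.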
# APEX1 inh: qHTS Assay for Inhibitors of the Human Apurinic/apyrimidinic Endonuclease 1 (APE1). DNA repair nuclease/redox regulator APEX1 (Homo sapiens), P27695. recombinant APE1, TAMRA/BHQ-2 abasic DNA cleavage fluorescence. Potency, µM (titrated, usually from 65.8 µM), for inactives: at the top dose activity change, negative = inhibition, usual class: inhibitors. 0.35% of 350,000 active. AID 2517, 2012;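 note: potency is the fitted concentration of half-maximal effect; plate controls were vehicle for no effect and reference inhibitor for full effect; nearly all actives have a fitted effect of over 55% in size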
#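 Quantitative HTS: incision of a TAMRA/BHQ-2 double-stranded substrate bearing a tetrahydrofuran abasic site by 0.75 nM APE1 raises fluorescence. Substrate 50 nM final, added after 15 min compound preincubation at room temperature; progress as third-minus-first kinetic read difference.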
# Pol kappa inh: qHTS for Inhibitors of Polymerase Kappa | Potency, µM (doses to about 107 µM), for inactives: at the top dose activity, negative = inhibition, actives largely listed as inhibitors | 0.53% of 400,000 active | AID 588579, 2011 | purified Pol kappa, fluorescent DNA synthesis assay, 10 min | DNA polymerase kappa (Homo sapiens), Q9UBT6; note: potency is the fitted concentration of half-maximal effect; % is set by controls: 0 for no effect and ±100 for the full control effect
#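 Inhibition of 10 nM Pol kappa is measured by a fluorescent read-out at 0 and 10 min following addition of 50 nM substrate (final), with a 15-min room-temperature compound preincubation.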
# POLI inh: qHTS for Inhibitors of Polymerase Iota; DNA polymerase iota (Homo sapiens), Q9UNA4; Potency, µM (doses to about 115 µM), for the others: at the top dose activity, negative = inhibition, usual class: inhibitors; 1% of 390,000 active; Pol iota fluorescent replication assay, 10 min; note: potency is the fitted concentration of half-maximal effect
#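 Fluorescent replication assay read twice, at 0 min and 10 min after adding 50 nM (final) substrate. Enzyme (10 nM) and compounds were first incubated 15 min at room temperature; enzyme-free buffer wells were negative controls.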
# LDHA inh: qHTS assay for inhibitors of human lactate dehydrogenase. L-lactate dehydrogenase A chain (Homo sapiens), P00338. purified LDHA, NADH/diaphorase-resazurin fluorescence; stronger effect = lower value. activity change, % (values are at about 110 or 230 µM). 0.15% of 480,000 active. AID 1347041, 2019; in the data active = activity change below about -30%; inconclusive = mostly about -25% to -30%;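 note: plate controls were DMSO wells for no effect and wells without enzyme for full effect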
#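 Resorufin fluorescence (ex540/em590), read at 0 and 20 min after diaphorase/resazurin addition, reports the NADH left after a 5 min room-temperature reaction of 2 nM human LDH5 with 0.06 mM NADH and 0.2 mM pyruvate.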
# Glioma ERSR ind: qHTS for Inducers of the Endoplasmic Reticulum Stress Response (ERSR) in Human Glioma: qHTS; 0.02% of 420,000 active; U87-MG GRP78 promoter luciferase reporter, 16 h; Potency, µM, for inactives: at the highest dose activation, most hits filed as activators; AID 602332, 2012; note: potency is the fitted concentration of half-maximal effect; series mostly up to about 76 µM; % of control where 0% means no effect; nearly all actives have a fitted effect of over 35% in size
#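 Stably transfected U87-MG glioma cells carrying a GRP78-based luciferase sensor; 16 h compound incubation. Luminescence end-point read 10 min after Bright-Glo addition at room temperature.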
# * = called active by the depositor; ? = inconclusive; · = no result given; & = joins results of further samples; [ ] = dose if it differs, or a comment. Unless noted, calls come from the whole dose curve; as a rule, active = well fitted curve in the direction sought with a large enough effect; inconclusive = small, poorly fitted or top-dose-only effect, or another doubt; inactive = no such curve, though single readings can be large; an effect the other way counts as inactive or inconclusive.
SMILES,POLH inh,POLB inh,BLM helicase inh,Apoferritin bind,APEX1 inh,Pol kappa inh,POLI inh,LDHA inh,Glioma ERSR ind
CCOCCCNC(=O)C1CCCN1S(=O)(=O)c1ccc(Cl)cc1 (stereo unspecified),-12%,53%,-4%,-9%,6%,-5%,2%,-2,-3%
CC(=O)c1ccc2c(c1)OCCOCCOc1ccc(C(C)=O)cc1OCCOCCO2,-1%,28%,1%,-2%,-1%,8%,3%,-8,-2%
CN(c1ccccc1)c1ccc(/C=C(\CCC(=O)O)c2nc3ccccc3s2)cc1[N+](=O)[O-],8.9µM*,8.9µM*,22µM*,-17%,?,?,22µM*,-7,-6%
CSc1ccc(S(=O)(=O)NCc2ccc(Cl)cc2)cc1,-12%,-2%,-5%,-13%,?,-5%,-8%,2,-2%
COc1ccc(C(=O)[C@H]2[C@H]3C(=O)N(c4ccc(C)cc4)C(=O)[C@H]3C3C=CC=NN32)cc1 (stereo partly specified),-11%,-14%,-12%,-5%,10%,4%,19%,-2,-12%
Cc1ccc(OC(C)C(=O)N(Cc2cccs2)C2CCS(=O)(=O)C2)cc1C (stereo unspecified),-4%,3%,-5%,2%,-2%,-21%,?,0,-5%
CCCn1c(=NC(=O)c2ccc3c(c2)OCO3)c(C#N)cc2c(=O)n3cccc(C)c3nc21,·,12%,-9%,-10%,2%,·,·,·,·
COc1ccc(C(=O)Nc2ccc(NC(=O)c3cccc(F)c3)cn2)cc1,-2%,?,-14%,4%,8%,-21%,?,3,-2%
O=C(CSc1nc2ccccc2o1)N1c2ccccc2Sc2ccc(C(F)(F)F)cc21,-20%,25%,-1%,-12%,-1%,-14%,11%,-11,2%
NNc1nc2ccccc2nc1C(F)(F)F,-15%,-18%,0%,0%,-6%,2%,59%[activator],5,1%
O=C1NCC(=O)N(Cc2ccccc2)/C1=C/c1ccccc1,-17%,11%,-1%,-8%,-1%,-4%,69%[activator],-9,-6%
NC(=O)c1ccc(NC(=O)CCCN2C(=O)c3ccccc3C2=O)cc1,-3%,-3%,0%,0%,0%,-2%,15%,3,-3%
CN1CCN(c2ncnc3sc(-c4ccccc4)cc23)CC1,1%,?,49%[activator],-5%,3%,-9%[60.1 µM],7%,-8,3%
O=C(Cc1ccc(Cl)c(Cl)c1)OCC(=O)c1ccc[nH]1,-15%,0%,-5%,?,-1%,-4%,?,4,-2%
Cc1ccc(CCNC(=O)CN(C)S(=O)(=O)c2ccc3c(c2)n(C)c(=O)c(=O)n3C)cc1,-14%,2%,-4%,-6%,-4%,3%,11%,-3,-1%
CN(C)C(=O)C1CCC(=O)N1Cc1cccs1 (stereo unspecified),-21%,51%,1%,-1%,4%,-1%,13%,-2,-1%
O=C(Nc1cccc(S(=O)(=O)N2CCCCC2)c1)c1ccccn1,1%,-10%,-4%,-16%,-1%,2%,17%,-6,1%
C#CCCCO/N=C1/C[C@@H](O)[C@@H](O)[C@@H]2[C@H]3C(=O)N(c4ccc(F)cc4F)C(=O)[C@@H]3CC[C@H]12,·,·,1%[12.4 µM],5%[15.3 µM],?,·,·,·,-1%
CCN(CC)C(=O)Oc1cc(=O)n2c3c(cccc13)CCC2,-3%,1%,2%,?,-1%,-1%,14%,-4,-4%
Cc1cccc(NC(=O)C2CCCN(c3nnc(-n4c(C)ccc4C)s3)C2)c1C (stereo unspecified),·,24%,-3%,-5%,·,-5%,-10%,-9,·

# Compound profiles, as listed above:
# C#CCCCO/N=C1/C[C@@H](O)[C@@H](O)[C@@H]2[C@H]3C(=O)N(c4ccc(F)cc4F)C(=O)[C@@H]3CC[C@H]12 as listed: POLH inh = ·; POLB inh = ·; BLM helicase inh = 1%[12.4 µM]; Apoferritin bind = 5%[15.3 µM]; APEX1 inh = ?; Pol kappa inh = ·; POLI inh = ·; LDHA inh = ·; Glioma ERSR ind = -1%
# Cc1cccc(NC(=O)C2CCCN(c3nnc(-n4c(C)ccc4C)s3)C2)c1C (stereo unspecified) as listed: POLH inh = ·; POLB inh = 24%; BLM helicase inh = -3%; Apoferritin bind = -5%; APEX1 inh = ·; Pol kappa inh = -5%; POLI inh = -10%; LDHA inh = -9; Glioma ERSR ind = ·
# COc1ccc(C(=O)Nc2ccc(NC(=O)c3cccc(F)c3)cn2)cc1 as listed: POLH inh = -2%; POLB inh = ?; BLM helicase inh = -14%; Apoferritin bind = 4%; APEX1 inh = 8%; Pol kappa inh = -21%; POLI inh = ?; LDHA inh = 3; Glioma ERSR ind = -2%

# Next section.
SMILES,POLH inh,POLB inh,BLM helicase inh,Apoferritin bind,APEX1 inh,Pol kappa inh,POLI inh,LDHA inh,Glioma ERSR ind
NC(=O)COC(=O)C1c2ccccc2Oc2ccccc21,-4%,11%,0%,-3%,68%[activator],6%,?,-5,-3%
Cc1cc(C)cc(OCc2nc3ncc(Br)cc3[nH]2)c1,-2%,·,·,·,·,-4%,-3%,-8,-3%
COc1ccc(C2=NS(=O)(=O)N(C)C(C(=O)Nc3ccc(OC(F)(F)F)cc3)=C2)cc1,·,5%,-12%,?,·,2%,-6%,0,·
CC1(C)CC(=O)C2=C(C1)N=C1c3ccccc3C(=O)C1C2c1ccc(Cl)cc1 (stereo unspecified),-2%,-1%,-11%,-11%,-4%,-13%,-4%,-4,-10%
Cc1ccc(/C(N)=N/OC(=O)CSc2ccccc2)cc1,-20%,10%,-8%,-9%,16%,-2%,71%[activator],-1,?
CCN(CC)C(=O)COc1ccc(CC(=O)O)cc1OC,-3%,-1%,1%,-6%,5%,-7%,-2%,-7,-2%
COc1ccc(S(=O)(=O)N2CCCOC2CNC(=O)C(=O)NCc2cccnc2)cc1 (stereo unspecified),-2%,23%,-2%,-9%,-13%,-2%,15%,-6,-4%
CCOC(=O)c1cc2occc2n1CC(=O)N1CCOCC1,-10%,27%,-4%,-7%,19%,-5%,-6%,-12,1%
CCCCCC1C(=O)C[C@@H]2CCN3C(=O)CCC[C@H]1[C@H]23 (stereo partly specified),-16%,·,2%[75.6 µM],-6%[163 µM],14%,-12%&-14%,6%,2,-1%&-1%
COc1cc(C(=O)Nc2cccc(S(=O)(=O)N3CCCC3)c2)cc(OC)c1C,-7%,1%,-11%,1%,-5%,-4%,26%,0,6%
CCc1ccc(CNC(=O)C2CCC(=O)N2C2CCCCC2)cc1 (stereo unspecified),-7%,-5%,-3%,-6%,4%,-2%,2%,2,-3%
COCC(C)NC(=O)C(C)N1c2cccc3cccc(c23)S1(=O)=O (stereo unspecified),-4%,1%,-1%,4%,-12%,-2%,145%[activator],1,-3%
CCc1ccc(NC(=O)CSc2nc(=O)n(CCCN(C)C)c3c2CCC3)cc1,-21%,·,·,·,-2%,-11%,22%,-12,-2%
CCOc1cccc(C2C(C(=O)c3ccc(C)o3)=C(O)C(=O)N2Cc2ccncc2)c1 (stereo unspecified),7%,10%,-5%,-11%,-4%,-11%,16%,2,-2%
COc1ccccc1Oc1coc2cc(OC(=O)N3CCOCC3)ccc2c1=O,-8%,13%,0%,-6%,-1%,-1%,6%,-11,1%
CN1CCCN(S(=O)(=O)c2ccc3c(c2)OCCO3)CC1,-4%,42%,1%,-12%,1%,4%&5%,6%&-5%,-11&-4,-4%&1%
COc1ccc(/C=N/NC(=O)Cc2csc(Nc3cccc(C(F)(F)F)c3)n2)cc1C,-22%,5%,-15%,?,6%,-8%,-1%,-4,14%
CC(=O)Nc1ccc(S[C@@H](CCN2CC[C@H](O)CCC2=O)c2ccccc2)cc1,-11%,·,·,·,-10%,-13%&-19%,-4%&19%,0,-1%&-3%
O=C(NC1(C(F)(F)F)N=C2SCCN2C1=O)c1ccccc1 (stereo unspecified),7%,-8%,1%,-14%,19%,-11%,33%[activator],0,-2%
C=CCOC(=O)C1=C[C@@H](c2csc3ccccc23)C[C@@H](OCc2ccc(CO)cc2)O1,-15%,-27%,-16%,-6%,-4%,0%,8%,-1,-6%
Cc1ccc2nc3c(c(Nc4ccc(C)c(C)c4)c2c1)CCC3,-12%,8%,-3%,-8%,·,-4%,3%,-5,-5%
Cc1cccc(C)c1OCC(O)CN(Cc1ccccc1O)C1CCCCC1 (stereo unspecified),?,18%,-5%,-13%,-19%,-19%,43%[activator],-7,-7%
CCc1cccc2c(C(=O)COC(=O)[C@@H]3CC(O)CN3S(=O)(=O)c3ccccc3[N+](=O)[O-])c[nH]c12 (stereo partly specified),-12%,·,·,·,-7%,2%,-3%,-1,4%
CCOc1ccc(CNC(=O)C2CCN(c3nn4c(=O)cc(C)nc4s3)CC2)cc1,0%&3%,2%&-2%,-1%&-8%,-6%&3%,39%,0%&-14%,0%&-3%,4&-8,-3%&0%
C/C(=N/NC(=O)CNC(=O)C1COc2ccccc2O1)c1ccc([N+](=O)[O-])cc1 (stereo unspecified),-10%,28%,-5%,?,23%,3%,11%,-4,0%
CC(C)CCOc1ccc(C(CC(N)=O)C(=O)O)cc1 (stereo unspecified),-14%,12%,0%,-6%,2%,-2%,6%,-8,-2%
CCOCCc1c(O)nc(SCC)[nH]c1=O,-7%,-21%,2%,-6%,5%,-3%,35%[activator],-10,-4%
CC(C)C(CCNC(=O)CC(Cc1ccccc1)c1ccco1)c1ccco1 (stereo unspecified),79µM*,32µM*,-7%,-22%,5%,?,?,0,-1%
CN(C)S(=O)(=O)c1ccc2c(c1)N(CC(=O)NCc1cccc(Br)c1)C(=O)CS2,-3%,-5%,-4%,1%,·,-1%,?,-1,-1%
COc1ccc(NC(=O)CNC(=O)N2CC(=O)Nc3ccccc32)cc1OC,-14%,93%,-3%,-5%,6%,8%,1%,7,0%
COc1ccc(Cc2nnc(NC(=O)Nc3ccccc3F)s2)cc1,-15%,3%,-3%,-3%,-7%,5%,28%,-4,-3%

# Some of the compounds tested. The share of hits here may be higher or lower than overall.
